Assay outcomes as filed in PubChem.
Pf growth 48h: inhibits P. falciparum growth in the first generation, 48 h; AID 504832; Potency, µM (titrated, usually from 28.7 µM), inactives show at the highest dose activity change, negative = inhibition, most hits filed as inhibitors; actives 5.9% (n = 310,000); P. falciparum luciferase growth in erythrocytes, 48 h; also: potency is read from the fitted curve at half-maximal effect; % is scaled to controls: 0 for no effect and ±100 for the full control effect
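Read-out is firefly luciferase luminescence from an integrated reporter in P. falciparum, so falling signal marks reduced parasite growth. Infected erythrocytes were at 2% hematocrit and 0.1% parasitemia (final) in Albumax-supplemented RPMI 1640.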
Shiga inhibitor: Shiga toxin inhibition | inhibition, % at 38.7 µM | actives 9.2% (n = 290,000) | Vero cells, Shiga toxin protein synthesis inhibition reporter; in the data active = inhibition mostly above about 28%, no sharp cut-off; inactive = mostly below about 43%; also: 0% is about no effect
FBPA Giardia inh: Giardia lamblia aldolase inhibition; A8B2U2; purified Giardia FBPA; Potency, µM (series often up to 59.6 µM), for inactives: top-dose activity, negative = inhibition, most hits filed as inhibitors; AID 2451; actives 0.71% (n = 290,000); also: potency is read from the fitted curve at half-maximal effect; % is scaled to controls: 0 for no effect and ±100 for the full control effect; nearly all actives have a fitted effect of over 55% in size
Target sequence (A8B2U2 whole entry, looked up): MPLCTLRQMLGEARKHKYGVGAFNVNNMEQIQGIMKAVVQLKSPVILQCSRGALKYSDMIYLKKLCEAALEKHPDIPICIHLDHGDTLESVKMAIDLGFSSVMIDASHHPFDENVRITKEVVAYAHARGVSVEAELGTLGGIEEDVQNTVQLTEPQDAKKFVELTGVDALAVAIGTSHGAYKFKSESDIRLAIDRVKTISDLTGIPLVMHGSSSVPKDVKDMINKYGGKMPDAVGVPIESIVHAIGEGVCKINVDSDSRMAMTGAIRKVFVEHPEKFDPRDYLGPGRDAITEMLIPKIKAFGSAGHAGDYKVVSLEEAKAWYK
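Giardia FBPA (40 nM reagent) was preincubated 10 min at RT with compound (up to 57.5 uM final), then substrate plus GAPDH/TPI/NAD/arsenate coupling system with diaphorase/resazurin was added; resorufin fluorescence (525/598 nm) was read after 20 min.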
Pf growth 96h: P. falciparum growth inhibition at 96 hour, primary screen for plastid delayed-death inhibitors. actives 6.9% (n = 320,000). Potency, µM (series often up to 28.7 µM), without a hit: at the highest dose activity change, negative = inhibition, hits mostly inhibitors. P. falciparum luciferase reporter growth, 96 h; also: potency is read from the fitted curve at half-maximal effect; % is scaled to controls: 0 for no effect and ±100 for the full control effect
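P. falciparum expressing integrated firefly luciferase, in erythrocytes at 2% hematocrit, 0.05% parasitemia, incubated with compounds 96 h at 37 C, 5% CO2. Growth inhibition read as loss of luminescence; two-generation exposure targets delayed-death apicoplast inhibitors.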
Sm TGR inh: blocks Schistosoma mansoni thioredoxin glutathione reductase; Potency, µM (highest dose often 114 µM), for inactives: at the top dose activity change, negative = inhibition, most hits filed as inhibitors; purified TGR, DTNB reduction, TNB absorbance 405 nm; actives 3% (n = 360,000); AID 485364; Q962Y6; also: potency is read from the fitted curve at half-maximal effect; % is scaled to controls: 0 for no effect and ±100 for the full control effect; nearly all actives have a fitted effect of over 60% in size
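First, TGR (20 nM dispensed) and NADPH were mixed with compound. Second, a 15 min room-temperature incubation followed. Third, further NADPH and then DTNB were added to start the reaction. Finally, TNB absorbance was monitored kinetically.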
Cycloheximide cs: affects cycloheximide protein synthesis inhibition readout, counter-screen; cell reporter, cycloheximide protein synthesis inhibition counterscreen; max response, %; actives 12% (n = 300,000); in the data active = max response mostly above about 13%, no sharp cut-off; inactive = mostly below about 14%; also: read at 38.3 µM for the half of the compounds with a filed dose; 0% is about no effect
* hit, by the source's call; i = inactive; u = inconclusive; x = not tested or not shown; & = joins results of further samples; [ ] = dose if it differs, or a comment. Unless noted, calls follow the shape of the dose curve; as a rule, active = well fitted curve in the direction sought with a large enough effect; inconclusive = small, poorly fitted or top-dose-only effect, or another doubt; inactive = no such curve, though single readings can be large; an effect the other way counts as inactive or inconclusive.

SMILES	Pf growth 48h	Shiga inhibitor	FBPA Giardia inh	Pf growth 96h	Sm TGR inh	Cycloheximide cs
O=S(=O)(NCCc1ccncc1)c1ccccc1	9.0%	-5.0	-0.8%	-12.2%	-5.6%	-2.7
COc1cc(NC(=O)c2cccc(C)c2)c(Cl)cc1[N+](=O)[O-]	21.5%	13.5	5.4%	1.1%	-12.1%	-1.9
CCCCn1c(N)c(N(Cc2ccccc2OC)C(=O)C2=COCCO2)c(=O)[nH]c1=O	21.7%	x	x	42.9%[activator]	-8.7%	x
Cc1ccc(C(=O)NNC(=S)Nc2cccc(Cl)c2Cl)cc1[N+](=O)[O-]	x	-4.5	3.8%	-0.9%	-3.5%	2.7
Cc1ccc(S(=O)(=O)N2CCOC2CNC(=O)C(=O)NCCCc2ccccc2)cc1 (stereo unspecified)	-4.8%	-25.2	x	4.4%	-36.6%	-3.0
CC(=O)c1ccc(NCC(=O)N2CCN(c3ccccc3)CC2)cc1	x	-17.9	-2.5%	u	-46.9%	-2.8
CN(C)c1ccc2c(O)cc(=O)n(C)c2c1	-4.4%	31.3	u	5.22µM*	-8.5%	-1.3
Cc1nc(NCCCO)c(C#N)c2c1COC(C)(C)C2	5.4%	-3.6	0.5%	-20.5%	-30.9%	3.4
O=C(NNS(=O)(=O)c1ccccc1[N+](=O)[O-])c1ccc(F)cc1	18.4%	6.6	1.3%	-6.6%	0.1%	-2.9
Cc1cc(C)n2nc(CNS(=O)(=O)c3ccc([N+](=O)[O-])cc3)nc2n1	-28.0%	-2.9	x	u	2.5%	1.4
CC1Cc2cc(/C(O)=C3\C(=O)C(=O)N(Cc4ccncc4)C3c3ccccc3F)ccc2O1 (stereo unspecified)	-22.5%	11.6	x	u	-1.2%	5.7
CC1(C)CSC(=S)N1S(=O)(=O)c1ccccc1	-3.9%	9.6	-15.5%	46.2%[activator]	4.7%	-3.4
CCOc1ccc(CN2C(=O)c3ccccc3Sc3ccc(C(=O)NCCCN4CCOCC4)cc32)cc1	u	-3.3	x	-18.8%	-12.1%&0.2%	-6.4
Cc1c(O)ccc(C(=O)CN2CCN(c3ccccc3)CC2)c1O	-19.2%	17.0	-4.2%	u	22.4µM*	-1.0
CCN(CC)c1ccc(CN2CCCCCC2)cc1	u	25.8	x	u	-10.9%	3.0
Nc1scn[n+]1Cc1cccc2cccnc12	u	4.5	-17.5%	u	7.5%	4.7
CCOC(=O)c1cn(Cc2c(C)c(C)c(C)c(C)c2C)nn1	-15.5%	-2.3	13.8%	u	4.6%	-3.1
CCCCCCc1c(C)c2ccc(OCC(=O)N3CCC[C@H]3C(=O)O)c(C)c2oc1=O	u	-0.5	16.4%	u	-0.5%	-2.7
Cc1ccc(C(=O)Nc2ncc(Cc3ccc(SC(F)F)cc3)s2)cc1	16.8%	24.6	6.9%	17.1%	-10.9%	-1.8
CC1CCCC(NC(=O)c2cccc(S(=O)(=O)NCc3ccccc3)c2)C1C (stereo unspecified)	u	x	x	u	3.9%	x
Cc1nc2ccccc2n1CC(=O)NN	5.9%	-2.5	0.7%	28.5%	x	-3.0
CC(C)OC(=O)Cn1cnc2ccc(Br)cc2c1=O	26.1%	40.8	2.7%	x	-0.3%	38.5
O=[N+]([O-])c1ccc(CSc2nc3ccccc3[nH]2)cc1	125.5%[activator]	38.0*	-4.6%	u	-11.9%	34.7*
O=C(NCCc1ccc(Cl)cc1)C1CC(=O)N(C2CCCC2)C1 (stereo unspecified)	32.3%[activator]	-5.3	13.5%	-18.7%	5.4%	7.5
COc1ccc(NC(=S)NCCN2CCOCC2)cc1	19.5%	-4.5	-6.1%	1.4%	0.0%	0.2
CCOC(=O)C1CCN(C(=O)C2CCN(c3ncnc4c3nc3n4CCCCC3)CC2)CC1	-6.8%	-4.2	x	19.9%	-0.5%	-4.8
CCCn1c(C)cc(C(=O)COC(=O)c2c(C)nn(-c3ccccc3)c2C)c1C	x	37.3*	5.7%	u	7.1%	32.3*
COc1ccc(NC(=O)Nc2cccc(NC(C)=O)c2)c(OC)c1	11.1%	-6.6	-6.2%	11.7µM*	15.9%	0.6
O=C(CN(C(=O)CNS(=O)(=O)c1ccc(F)cc1)c1cccc(F)c1)NCC1CCCO1 (stereo unspecified)	13.7%	-4.0	-2.2%	-9.1%	-13.3%	-1.4
C/C(=N\OCC(=O)Nc1nc2ccccc2s1)c1ccccc1	3.8%	13.6	-1.6%	54.0%[activator]	-3.2%	10.1
CCc1ccc(C(C(=O)NC2CCCCC2)N(C(=O)c2ccccn2)c2cccnc2)cc1 (stereo unspecified)	-7.2%	-18.7	1.2%	-25.7%	-0.7%[57.1 µM]	-2.0
O=S(=O)(Nc1cc(O)cc2cccnc12)c1ccc(Cl)s1	x	-14.0	3.15µM*	x	x	-10.8
COc1cccc(CC(=O)OCC(=O)NC2CCCC2)c1	-5.4%	x	x	-32.0%	-4.6%	x
Cc1ccc(S(=O)(=O)N(CC(=O)N2CCC(C)CC2)c2ccccc2)cc1	11.7µM*	40.9	-4.4%	29.0%	-31.1%	3.1
CCC(C(=O)Nc1cc(Cl)ccc1OC)c1ccccc1 (stereo unspecified)	-16.6%	10.4	-7.6%	-1.7%	1.5%	-0.5
CCCOc1ccc(C(O)(CCC)CCN2CCCCC2)cc1 (stereo unspecified)	-13.6%	-11.7	-2.3%	-21.8%	31.6µM*	-4.2
[O-]c1c[n+](-c2ccccc2)no1	13.2%	6.2	0.0%	0.8%	-9.6%	1.4
COc1ccc(N(CC(=O)NCc2ccc(Cl)cc2)S(=O)(=O)c2c(C)nn(C)c2C)cc1	-11.2%	-17.7	x	2.3%	-4.8%	-11.7
COC(=O)c1ccc(CSc2nnc(CS(=O)Cc3ccc(Br)cc3)n2-c2ccccc2)cc1 (stereo unspecified)	u	-14.0	0.4%	u	-15.7%	-3.4
CCc1ccc(NC(=O)C2CCN(c3ncnc4c3nc3n4CCCCC3)CC2)cc1	-16.4%	16.1	3.3%	u	-12.4%	-1.4
COC(=O)c1c(-c2ccc(OC)c(OC)c2)csc1N	u	-10.7	17.7µM*	-29.2%	3.0%	-0.9
COc1ccc(CN(C(=O)c2snc(C(N)=O)c2N)C(C(=O)NC2CCCC2)c2cc(OC)ccc2OC)cc1 (stereo unspecified)	10.4µM*	-3.5	-2.4%	2.08µM*	-13.2%	6.9
COCCn1c(SCC(=O)Nc2ccc(OC)cc2OC)nc2ccccc2c1=O	113.5%[activator]	10.8	-4.7%	u	7.8%	-3.7
Cc1c(C(=O)N2CCOCC2)c(S(=O)(=O)Nc2cccc(F)c2)c(C)n1C	21.1%	5.2	7.0%	-9.5%	14.9%	12.2
COc1ccccc1N(CC(O)CN1CCCCC1)S(=O)(=O)c1ccc(C)cc1 (stereo unspecified)	-14.9%	-3.0	0.1%	u	18.5%	-0.7
CC(NC1c2ccccc2-c2ccccc21)c1ccccc1 (stereo unspecified)	u	-5.2	6.6%	u	5.5%	-10.4
CCOc1ccc2c(c1)c1nnc(SCC(=O)N3CCC(C)CC3)nc1n2C	20.4%	-7.1	2.6%	103.7%[activator]	-6.4%	-3.7
CC(C)[C@H](NC(=O)NCCc1ccc(Cl)cc1)C(=O)O	6.1%	15.6	8.2%	x	0.4%	0.3
CCC/C=C1/CCCOC(C(=O)NCc2ccc(S(C)(=O)=O)cc2)(C(F)(F)F)C1 (stereo unspecified)	x	19.8	0.8%	x	x	4.2
COCCn1c(C)cc(C(=O)COC(=O)C23CC4CC(CC(O)(C4)C2)C3)c1C	144.7%[activator]	57.1*	8.7%	141.6%[activator]	-6.4%	38.0*
(next part)
SMILES	Pf growth 48h	Shiga inhibitor	FBPA Giardia inh	Pf growth 96h	Sm TGR inh	Cycloheximide cs
Cc1cccc(C)c1NC(=O)CSc1nnnn1-c1ccc(C(=O)O)cc1	4.3%	0.4	16.5%	17.8%	25.2%	-0.8
NS(=O)(=O)c1ccc(CCNC(=O)c2cc([N+](=O)[O-])ccc2N2CCOCC2)cc1	8.2%	x	x	-5.0%	5.1%	x
COC(=O)C(CC(C)C)NC(=O)C(N)Cc1ccccc1 (stereo unspecified)	14.6%	-5.6	-7.7%	174.3%[activator]	7.1%	2.0
Clc1cccc(OCc2nc(-c3ccncc3)n[nH]2)c1	-1.1%	6.6	0.8%	36.4%[activator]	-0.9%	5.0
CC(=O)Nc1ccc(OC(F)(F)Cl)cc1	5.3%	-8.0	0.4%	-19.2%	x	22.1
COc1ccc(C(C)(C)C)cc1NC(=O)Nc1ccc2c(c1)OCO2	u	31.1	0.0%	290.6%[activator]	-4.4%	11.2
O=C(NC(=S)Nc1ncc(Br)cc1Br)c1cncc(Br)c1	23.3%	-3.2	u	2.3%	-0.1%	13.8
Cc1sc(NC(=O)C2CC(Cl)=CCC2C(=O)O)c(C#N)c1C (stereo unspecified)	-2.7%	-12.4	19.4%	22.3%	3.7%	-2.5
CCCCOC(=O)c1ccc(NC(=O)/C=C/c2cccs2)cc1	19.5%	52.7*	1.6%	-11.9%	0.8%	40.7*
CCN(CC)c1ccc(S(=O)(=O)N2CCCCC2)cc1NC(=O)CN1C(=O)NC2(CCCC2)C1=O	u	x	x	u	-0.2%	x
CC1CC(NC(=O)CC#N)CC(C)(C)C1 (stereo unspecified)	45.5%[activator]	3.4	7.9%	99.0%[activator]	-9.4%	-2.0
COc1ccc(OC)c(S(=O)(=O)n2nnc3cc(Cl)ccc32)c1	-19.5%	5.7	-14.9%	-6.5%	-5.8%	-2.8
COc1ccc(S(=O)(=O)N2CCN(Cc3cc(=O)n4ccccc4n3)CC2)cc1	-11.2%	x	x	u	37.9%[activator]	x
CCCCCCCC(=O)N/N=C(\C)c1cccnc1	8.3%	2.5	-0.2%	u	-14.1%	-3.4
COCCNC(=S)Nc1ccc(Cl)c(Cl)c1	12.8%	5.5	3.4%	u	u	14.6*
COc1cccc(NC(=O)Nc2cc(C(=O)O)ccc2N2CC3CC(C2)c2cccc(=O)n2C3)c1 (stereo unspecified)	-7.5%	14.9	x	1.47µM*	11.7%	-5.2
Cc1c(C(=O)OCC(=O)NCCN2C(=O)CSC2=O)cccc1[N+](=O)[O-]	2.6%	x	x	2.4%	-1.0%	x
CC(C)(C)NC(=O)C1CCCN(S(=O)(=O)c2cccc3cccnc23)C1 (stereo unspecified)	x	-3.2	2.4%	u	3.6%	-3.5
CCc1ccccc1NC(=O)C(CC)Sc1nc2cc3c(cc2c(=O)n1Cc1ccco1)OCO3 (stereo unspecified)	15.4%	-4.9	5.9%	i	3.9%	2.0
CCn1c(=O)cc(OCC(=O)NCCCN2CC(C)CC(C)C2)c2ccccc21 (stereo unspecified)	-29.0%	11.4	2.5%	-4.9%	-1.1%	0.6

Record cards (already shown). Screens in order: Pf growth 48h, Shiga inhibitor, FBPA Giardia inh, Pf growth 96h, Sm TGR inh, Cycloheximide cs
Entry for CC(C)OC(=O)Cn1cnc2ccc(Br)cc2c1=O : 26.1%, 40.8, 2.7%, x, -0.3%, 38.5
Entry for CCCCn1c(N)c(N(Cc2ccccc2OC)C(=O)C2=COCCO2)c(=O)[nH]c1=O : 21.7%, x, x, 42.9%[activator], -8.7%, x
Entry for CCCn1c(C)cc(C(=O)COC(=O)c2c(C)nn(-c3ccccc3)c2C)c1C : x, 37.3*, 5.7%, u, 7.1%, 32.3*
Entry for COc1ccc(NC(=S)NCCN2CCOCC2)cc1 : 19.5%, -4.5, -6.1%, 1.4%, 0.0%, 0.2
Entry for COc1cc(NC(=O)c2cccc(C)c2)c(Cl)cc1[N+](=O)[O-] : 21.5%, 13.5, 5.4%, 1.1%, -12.1%, -1.9
